Screening data (PubChem)
Eya2 inh: inhibitors of human Eya2 phosphatase activity; O00167; recombinant Eya2, OMFP fluorescence dephosphorylation (OMFP is methylfluorescein phosphate); Potency, µM (series often up to 76.9 µM), inactives show at the top dose activity, negative = inhibition, hits mostly inhibitors; 330,000 tested, 0.006% active; AID 488837; note: potency is the fitted concentration of half-maximal effect; % is set by controls: 0 for no effect and ±100 for the full control effect
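Eya2 protein (added as 0.2 uM solution) was preincubated with compound for 10 min at ambient temperature in 50 mM HEPES pH 7.5, 50 mM NaCl, 5 uM MgCl2, 0.05% BSA, 1 mM DTT. OMFP (added at 50 uM) then reacted 10 min; fluorescence read at 485/525 nm.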
Chronic BCR inh: blocks chronic active B-cell receptor signaling. Potency, µM (titrated, usually from 46.1 µM), inactives show top-dose ratio change, negative = lower green/red ratio, most hits filed as inhibitors. 340,000 tested, 0.05% active. ABC-DLBCL IkBa-CBG/CBR reporter, luminescence ratio, 4 h; active = well fitted inhibition curve with a large enough effect in the signal ratio, with a control signal flat, not every such curve was filed as active; inconclusive = small, poorly fitted or top-dose-only effect, or effect the other way, or a change in a side signal; the % refers to the signal ratio;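 note: potency is the fitted concentration of half-maximal effect; plate controls were basal doxycycline-induced cells for no effect and cells given 10 µM MG132 for full effect; MG132 reads +100%, hits lower the ratio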
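Concentration-response series (up to 46 uM) were applied to TMD8 dual-reporter cells for 4 h at 37C with doxycycline. Green/red ratio, after filter-overlap correction, defined %Activity; red signal alone was normalised to basal cells and zero luminescence.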
PTAP TSG101 blk: blocks PTAP/TSG101 interaction to inhibit HIV-1 budding | Q99816 | 340,000 tested, under 10 active | Potency, µM (titrated, usually from 115 µM), inactives show at the highest dose activity change, negative = inhibition, hits mostly inhibitors | Fluorescence polarization, FITC-PTAP peptide / Tsg101 binding; active = well fitted inhibition curve with a large enough effect in the main read-out, with a control signal flat, not every such curve was filed as active; inconclusive = small, poorly fitted or top-dose-only effect, or effect the other way, or a change in a side signal; inactive = no such curve, though single readings can be large or run the other way; note: potency is the fitted concentration of half-maximal effect; % of control where 0% means no effect
Target sequence (Q99816 whole entry, looked up): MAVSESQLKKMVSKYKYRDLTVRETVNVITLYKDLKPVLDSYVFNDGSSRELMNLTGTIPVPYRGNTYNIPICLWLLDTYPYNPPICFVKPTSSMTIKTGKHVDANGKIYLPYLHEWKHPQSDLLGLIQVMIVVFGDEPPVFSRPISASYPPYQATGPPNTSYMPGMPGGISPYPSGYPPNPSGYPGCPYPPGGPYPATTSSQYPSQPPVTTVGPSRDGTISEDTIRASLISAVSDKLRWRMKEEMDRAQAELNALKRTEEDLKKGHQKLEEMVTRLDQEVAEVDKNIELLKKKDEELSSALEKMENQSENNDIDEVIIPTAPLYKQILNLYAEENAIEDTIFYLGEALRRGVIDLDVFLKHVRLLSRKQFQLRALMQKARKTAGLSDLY
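FP read-out: FITC-PTAP peptide, 50 nM final, binding Tsg101 binding domain, 10 uM final; 20 min, r.t.; 10 mM HEPES pH 7.5, 0.15 M NaCl, 0.01% Tween 20, 3 mM EDTA, 0.1 mM TCEP.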
Mito fusion yeast: blocks mitochondrial division or promotes mitochondrial fusion; S. cerevisiae fusion-defective mutant growth rescue, CellTiterGlo 48 h; 320,000 tested, 0.23% active; Potency, µM (doses to about 46.1 µM), for the others: at the highest dose growth rescue (activation), hits mostly activators;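 note: potency is the fitted concentration of half-maximal effect; % of control where 0% means no effect; nearly all actives have a fitted effect of over 45% in size; temperature-sensitive fusion mutants such as fzo1-1 at 37 °C on non-fermentable ethanol glycerol medium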
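Compounds are tested for their ability to restore growth of mitochondrial fusion-defective yeast strains at non-permissive 37C in YPEG medium over 48 hours. Viability is quantified by luciferase luminescence.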
TSHR antag: blocks TSH signaling through the human TSH receptor. P16473. TSHR-expressing cells, TSH-stimulated cAMP HTRF, 2 h; hits give low values. activity change, negative = inhibition, % at 11.5 µM. 330,000 tested, 0.2% active. AID 504810;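 active = activity change below a set negative limit, meaning inhibition stronger than a set level, cut at about -70% in these data; inconclusive = activity change between two set negative limits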; note: % is set by controls: 0 for no effect and ±100 for the full control effect
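Freshly harvested TSHR cells receive pin-tooled compound, then EC80 TSH at 4nM final. After 2 hours at 37 deg C, antibody in lysis buffer and cAMP-d2 are added; 30 minutes at ambient temperature precede the HTRF read.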
ASM inhibitor: blocks human secretory acid sphingomyelinase; placental ASM, HMU-PC fluorogenic substrate, 60 min; Potency, µM (titrated, usually from 57.5 µM), for the others: at the highest dose activity change, negative = inhibition, most hits filed as inhibitors; 340,000 tested, 0.006% active; note: potency is the fitted concentration of half-maximal effect
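Steps: dispense placental human ASM, pin compound, wait 10 min at room temperature, add HMU-PC0 substrate at 9 uM final, incubate 60 min at 37 °C, add stop solution raising pH to 10, read fluorescence.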
Tb PFK block: blocks T. brucei phosphofructokinase; O15648; T. brucei PFK, ADP-Glo luminescence; Potency, µM (highest dose often 57.5 µM), for the others: at the highest dose activity, negative = inhibition, actives largely listed as inhibitors; 330,000 tested, 0.17% active; AID 485367;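 note: potency is the fitted concentration of half-maximal effect; 0% = uninhibited 1x PFK enzyme wells and -100% = no-enzyme wells; nearly all actives have a fitted effect of over 60% in size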
Target sequence (O15648 whole entry, looked up): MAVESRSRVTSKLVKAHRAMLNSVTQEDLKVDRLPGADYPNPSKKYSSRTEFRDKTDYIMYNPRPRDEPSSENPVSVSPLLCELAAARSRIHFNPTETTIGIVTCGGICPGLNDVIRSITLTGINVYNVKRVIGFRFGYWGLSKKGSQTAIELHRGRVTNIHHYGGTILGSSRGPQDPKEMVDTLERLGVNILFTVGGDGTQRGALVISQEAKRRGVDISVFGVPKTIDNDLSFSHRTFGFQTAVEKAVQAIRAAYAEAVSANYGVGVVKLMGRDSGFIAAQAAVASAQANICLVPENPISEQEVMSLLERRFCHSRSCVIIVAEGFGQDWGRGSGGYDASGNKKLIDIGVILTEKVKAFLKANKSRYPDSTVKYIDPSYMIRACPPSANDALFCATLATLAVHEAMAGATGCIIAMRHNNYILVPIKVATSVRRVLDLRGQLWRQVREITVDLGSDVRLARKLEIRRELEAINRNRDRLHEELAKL
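In TEA buffer at pH 8.0 with 5 mM MgCl2, enzyme (1.25 nM) converted F6P (0.5 mM) and ATP (0.1 mM) for 45 min at room temperature. ADP product was read by luciferase luminescence.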
ELG1 DNA repair: inhibitors of ELG1-dependent DNA repair in HEK293T cells; HEK293T ELG1-luciferase reporter, luminescence, 16 h; DNA damage induced by 5-fluorouridine; Potency, µM (highest dose often 46.1 µM), for inactives: at the top dose activity change, negative = inhibition, usual class: inhibitors; 330,000 tested, 2.3% active; AID 504467; note: potency is the fitted concentration of half-maximal effect; % is set by controls: 0 for no effect and ±100 for the full control effect; nearly all actives have a fitted effect of over 55% in size
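Reporter activity after DNA damage by 5-fluorouridine is monitored. Compound-treated cells incubate 16 hr at 37 °C, then ONE-Glo is added for 30 min before luminescence reading.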
A-T KAP1 phos: candidate therapy for ataxia-telangiectasia | […] A-T fibroblasts, KAP-1 phosphorylation AlphaLISA; neocarzinostatin DNA damage 30 min before lysis | Potency, µM (highest dose often 57.5 µM), for the others: at the top dose activation, most hits filed as activators | 320,000 tested, 0.19% active | AID 485349; note: potency is the fitted concentration of half-maximal effect; % of control where 0% means no effect; nearly all actives have a fitted effect of over 45% in size
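ATM-like activity read as KAP-1 phosphorylation via AlphaLISA donor/acceptor antibody pairs after lysis and 6 hr at 25C. Cells were ATM-null patient fibroblasts ([…], hTERT), dosed 60 min, then exposed to the DSB inducer NCS for 30 min.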
TCR act: activators of T cell receptors; primary human leukocytes, anti-CD3, IL-2 HTRF, 48 h; Potency, µM (doses to about 9.22 µM), for the others: top-dose activation of IL-2 secretion, hits mostly activators; 330,000 tested, under 10 active; AID 504894; note: % of control where 0% means no effect
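Primary human leukocytes receive a-CD3 beads and test compound and are incubated 48 hr. Secreted IL-2 is then assayed by HTRF, measuring 665nm acceptor emission after 320nm excitation of the europium donor.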
a7 integrin act: integrin-mediated muscular dystrophy alleviation activation; alpha7betagal myoblasts, beta-gal FDG fluorescence, 48 h; Potency, µM (highest dose often 38.3 µM), for the others: at the highest dose activation, usual class: activators; 350,000 tested, 0.064% active; AID 624291;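 note: potency is the fitted concentration of half-maximal effect; 100% = response of the positive control SU9516; nearly all actives have a fitted effect of over 60% in size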
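Alpha7betagal+/- myoblasts (passage 13) were plated 16-24 hr, then exposed to compounds (1:260 dilution of DMSO stock) for 48 hours at 37C. After MPER lysis, β-galactosidase reporter activity was read as FDG fluorescence (ex 480/em 540) after 30 minutes.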
Starred values were filed as active, the others as inactive; ? = inconclusive; / = no result given; [ ] = remark or other dose. Unless noted, calls come from the whole dose curve; as a rule, active = well fitted curve in the direction sought with a large enough effect; inconclusive = small, poorly fitted or top-dose-only effect, or another doubt; inactive = no such curve, though single readings can be large; an effect the other way counts as inactive or inconclusive. Rows are unselected; overall some 3.2% were active at least once.

molecule	TCR act	PTAP TSG101 blk	A-T KAP1 phos	Eya2 inh	a7 integrin act	ELG1 DNA repair	ASM inhibitor	TSHR antag	Chronic BCR inh	Mito fusion yeast	Tb PFK block
Cc1ccc2cc(CN(CC3CCCO3)C(=S)Nc3ccccc3)c(=O)[nH]c2c1 (centres undefined)	0%	3%	0%	-3%	10%	?	-3%	3	?	24%	0%
CC(=O)Nc1ccc(Sc2ccccc2C(=O)Nc2ccc(F)cc2)cn1	1%	0%	0%	5%	?	5%	-2%	4	?	3%	0%
N#Cc1ccc(C23CC4CC(CC(C4)C2)C3)[nH]c1=O	4%	-3%	1%	4%	-16%	3%	5%	-2	0%	4%	3%
COc1ccc(CCN=C(N)NS(=O)(=O)c2ccccc2)cc1OC	1%[46.1 µM]	0%	-6%	4%	-27%	0%	6%	0	-3%	3%	-1%
CCC(=O)C1=C(N2CCCC2)CC(C)(C)CC1=O	2%	0%	-6%	3%	21%	3%	-2%	-2	?	2%	4%
Cc1ccc(-c2cc(C(=O)OCC(=O)N(C)C3CCS(=O)(=O)C3)c3ccccc3n2)c(C)c1 (centres undefined)	5%	-4%	6%	3%	9%	13%	-2%	15	?	1%	-3%
O=C(CSc1nc2ccccc2[nH]1)N1CCCCC1	/	/	-3%	-2%	-1%	?	2%	0	?	-8%	-3%
COc1ccc(Cl)cc1S(=O)(=O)N1CCN(C(=O)c2ccco2)CC1	2%	0%	1%	-33%	8%	-6%	0%	-6	6%	-2%	-23%
CN(C)S(=O)(=O)c1cccc(NC(=O)CSc2cccc3cccnc23)c1	-2%	0%	?	8%	-43%	16%	-4%	6	?	15%	-6%
O=C(COC(=O)c1ccc(S(=O)(=O)N2CCCCC2)cc1)NCc1ccc(F)cc1	-5%	-2%	3%	-41%	6%	-3%	-2%	-2	-6%	0%	0%
O=c1[nH]c(C2CCCN(S(=O)(=O)c3ccccc3)C2)nc2c1nnn2Cc1ccc2c(c1)OCCO2 (centres undefined)	-1%	-4%	-1%	-5%	24%	21%	-13%	-18	-3%	-1%	-2%
CCC(CC)c1nnc(NC(=O)c2ccc3ccccc3n2)s1	0%	-9%	20%	-9%	-26%	?	-1%	-11	?	2%	0%
O=C(CNc1cccc(S(=O)(=O)N2CCCCC2)c1)Nc1ccccc1F	2%	-6%	4%	5%	-27%	?	22%	-2	0%	2%	-3%
COc1cccc(NC(=O)c2nc3ncccn3n2)c1	8%	-1%	/	/	3%	/	-8%	/	/	-7%	/
CC(SC(=S)N1CCOCC1)C(=O)O (centres undefined)	-8%	-9%	-3%	0%	15%	-2%	0%	8	?	1%	-8%
C=CCNC(=O)c1onc(CSc2ccc(F)c(F)c2)c1C(=O)O	-1%	0%	11%	7%	23%	?	59%	28	?	9%	-23%
COc1ccc(NC(=O)CSCC(=O)N=c2sccn2C)cc1	-6%	-4%	13%	-14%	-10%	4%	-3%	-9	-1%	-2%	0%
Cc1ccccc1C(=O)c1cccn1CC(=O)NCc1ccco1	0%	0%	4%	1%	8%	-4%	0%	77	6%	-2%	-3%
CCOC(=O)c1c(C)oc(/N=C/c2ccccc2O)c1C#N	0%	-3%	1%	-23%	-21%	-2%	0%	-10	-5%	0%	3%
CCN(Cc1nc2ccccc2c(=O)[nH]1)C(=O)c1cccc(NC(=O)c2cccs2)c1	3%	-1%	-13%	13%	-15%	?	0%	-4	4%	2%	0%
CC1CCCCC12NC(=O)N(CC(=O)N1CCc3ccccc31)C2=O (centres undefined)	5%	-5%	9%	21%	0%	13%	4%	-2	0%	-1%	4%
COc1cccc(-c2nnc3n2N=C(C(C)(C)C)CS3)c1	0%	5%	4%	-4%	-2%	?	2%	-11	?	13%	1%
COc1ccc2c(c1)cc1c(=O)n(CC(=O)NC(C)CCc3ccccc3)nc(C)n12 (centres undefined)	0%	-5%	-1%	-6%	11%	?	0%	-3	-2%	-7%	-7%
Cc1c(Cc2ccccc2)c(=O)oc2c(C)c(OC(C)C(=O)NCC3CCC(C(=O)O)CC3)ccc12 (centres undefined)	14%	-3%	-1%	-17%	-16%	11%	-19%	1	10%	3%	-1%
O=C(CSc1nnc(-c2cc(-c3cccs3)nc3ccccc23)o1)NC1CCCCC1	8%	-3%	/	17%	-13%	-16%	268%[activator]	0	3%	3%	3%
OC(CNC1Cc2ccccc2C1)COc1ccc(F)cc1 (centres undefined)	5%	-2%	3%	-11%	18%	8%	-1%	8	7%	-5%	-1%
COC(=O)c1ccc(Oc2coc3cc(OCc4cnn(-c5ccccc5)c4)ccc3c2=O)cc1	1%	-2%	3%	7%	-18%	0%	0%	-5	0%	1%	0%
CN(CCOc1ccccc1)C(=O)c1ccc(Cl)c(S(=O)(=O)N2CCCCC2)c1	-12%	-6%	5%	-3%	-9%	5%	-7%	0	0%	17%	-2%
Cc1ccc(CNC(=O)C2CCCN2C(=O)Nc2ccccc2)cc1 (centres undefined)	-2%	-3%	-8%	3%	16%	-13%	-4%	-15	6%	-1%	10%
COCCNC(=O)c1cccc(S(=O)(=O)N2CC3(C)CC2CC(C)(C)C3)c1 (centres undefined)	2%	0%	13%	-14%	-1%	3%	-1%	2	-2%	4%	0%
O=C(COC(=O)c1ccc(F)cc1F)Nc1cccc(S(=O)(=O)N2CCOCC2)c1	0%	-2%	2%	13%	23%	7%	4%	-6	1%	6%	0%
Cc1cc([N+](=O)[O-])ccc1NC(=O)CSc1nncn1-c1cccnc1	1%	-6%	-4%	9%	14%	-6%	2%	5	-14%	-8%	0%
COc1ccc(OC)c(S(=O)(=O)Nc2ccc3oc4c(c3c2)C(=O)CCC4)c1	6%	-3%	11%	-6%	-22%	?	-7%	5	11%	4%	-4%
Cc1cc(C)nc(SCc2nc(N)nc(-c3ccccc3O)n2)n1	-5%	-2%	2%	-3%	-21%	?	-2%	8	?	11%	0%

Shown as labelled records: 4 of the compounds above.
COCCNC(=O)c1cccc(S(=O)(=O)N2CC3(C)CC2CC(C)(C)C3)c1 (centres undefined)
  TCR act = 2%; PTAP TSG101 blk = 0%; A-T KAP1 phos = 13%; Eya2 inh = -14%; a7 integrin act = -1%; ELG1 DNA repair = 3%; ASM inhibitor = -1%; TSHR antag = 2; Chronic BCR inh = -2%; Mito fusion yeast = 4%; Tb PFK block = 0%
COC(=O)c1ccc(Oc2coc3cc(OCc4cnn(-c5ccccc5)c4)ccc3c2=O)cc1
  TCR act = 1%; PTAP TSG101 blk = -2%; A-T KAP1 phos = 3%; Eya2 inh = 7%; a7 integrin act = -18%; ELG1 DNA repair = 0%; ASM inhibitor = 0%; TSHR antag = -5; Chronic BCR inh = 0%; Mito fusion yeast = 1%; Tb PFK block = 0%
O=C(COC(=O)c1ccc(F)cc1F)Nc1cccc(S(=O)(=O)N2CCOCC2)c1
  TCR act = 0%; PTAP TSG101 blk = -2%; A-T KAP1 phos = 2%; Eya2 inh = 13%; a7 integrin act = 23%; ELG1 DNA repair = 7%; ASM inhibitor = 4%; TSHR antag = -6; Chronic BCR inh = 1%; Mito fusion yeast = 6%; Tb PFK block = 0%
Cc1cc(C)nc(SCc2nc(N)nc(-c3ccccc3O)n2)n1
  TCR act = -5%; PTAP TSG101 blk = -2%; A-T KAP1 phos = 2%; Eya2 inh = -3%; a7 integrin act = -21%; ELG1 DNA repair = ?; ASM inhibitor = -2%; TSHR antag = 8; Chronic BCR inh = ?; Mito fusion yeast = 11%; Tb PFK block = 0%
